LYP phosphatase – LYP phosphatase inhibitors, primary screen, biochemical, DiFMUP fluorescence, recombinant catalytic domain, 10 µM (AID 606). recombinant LYP catalytic domain, DiFMUP fluorescence; higher % means a stronger effect. 52,000 tested, under 10 active. inhibition, % at 10 µM; hits with a dose series show IC50 in µM;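 active means IC50 under 40 µM in the dose-response test; inactive means IC50 of 40 µM or more, or never dose-tested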
KRASV12 cytotoxicity – viability loss of HPDE-C7K cells – cell-based, fluorescence, HTS, primary screen (AID 431) | HPDE-C7K KRASV12 cells, Alamar Blue viability, 48 h; higher % means a stronger effect | one-dose cytotoxicity, % at 10 µM; EC50 in µM for titrated hits | actives 1.7% (n = 63,000);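 active means compounds whose percent cytotoxicity in the single-dose primary screen, scaled between solvent and toxic-drug controls, exceeds 50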;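 further: 0% = DMSO solvent wells and 100% = doxorubicin-treated wells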
Bfl-1 displacement – displacement of Bid BH3 peptide from Bfl-1 – biochemical, fluorescence polarization, FITC-Bid, mouse, primary screen (AID 432). displacement, % at 20 µM; hits with a dose series show IC50 in µM. FITC-Bid BH3 peptide fluorescence polarization displacement; higher % means a stronger effect. actives 0.02% (n = 64,000); in the data active means a potency from the dose series; inactive means the rest, 99 in 100 with displacement below about 15%; further: strong numbers were not always called active
Spn MK inh – blocks S. pneumoniae mevalonate kinase; inhibition, % at 10 µM; actives 0.48% (n = 65,000); AID 555; purified MK, PK/LDH-coupled NADH absorbance 340 nm;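 active means ranked among the strongest by inhibition in the single 10 µM screen, a fixed top-ranked set picked for dose follow-up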; further: no value below 0 was filed
HT1080 viability – cytotoxicity in HT1080 fibrosarcoma cells, cell-based, fluorescence readout (AID 620); HT1080 viability, fluorescence; higher % means a stronger effect; cytotoxicity, % at 10 µM, or EC50 in µM where a hit was titrated; actives 0.42% (n = 87,000);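 further: cells exposed to compound overnight then 4 h with Alamar Blue; 0% = vehicle DMSO and 100% = killing control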
HPDE-C7 viability – HPDE-C7 pancreatic duct cell viability loss – fluorescence, HTS (AID 430). actives 1.8% (n = 63,000). one-dose cytotoxicity, % at 10 µM; EC50 in µM for titrated hits. HPDE-C7 pancreatic duct cells viability, fluorescence; higher % means a stronger effect;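 further: cells exposed to compound for 48 hours before viability readout; 0% = vehicle and 100% = reference cytotoxic drug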
Spn PMK inh – blocks S. pneumoniae phosphomevalonate kinase. inhibition, % at 10 µM. AID 539. actives 0.49% (n = 65,000). purified PMK, PK/LDH-coupled NADH absorbance 340 nm;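 active means top-ranked compounds by inhibition in the single 10 µM screen, taking a fixed number of the strongest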;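 further: 0% = full reaction with DMSO carrier and 100% = background rate without enzyme reaction; no value below 0 was filed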
Spn DPM-DC inh – blocks S. pneumoniae diphosphomevalonate decarboxylase; purified DPM-DC, PK/LDH coupled NADH fluorescence; actives 0.49% (n = 65,000); calls only at 10 µM; AID 556;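 active means the 320 compounds with the highest percent inhibition in the single-dose primary screen, excluding strongly autofluorescent ones, cut at about 32% in these data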;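 further: kinetic rate of NADH fluorescence loss reporting ADP formed by the decarboxylase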
Alkaline phosphatase – inhibition of tissue-nonspecific alkaline phosphatase – biochemical, luminescent (AID 518); purified TNAP enzyme, luminescent substrate readout; higher % means a stronger effect; one-dose inhibition, % at 20 µM; IC50 in µM for titrated hits; actives 0.09% (n = 64,000); in the data active means a potency from the dose series; inactive means the rest, 99 in 100 with inhibition below about 22%;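 further: plate controls were vehicle for no effect and reference inhibitor for full effect; many of its hits are not listed in these tables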
Spn PMK inh pilot replicates – recorded beside Spn PMK inh, whose call it bears; inhibition, %; measured here: pilot screen replicates
Spn MK inh pilot replicates – also measured in Spn MK inh; calls as there; inhibition, %; measured here: pilot screen replicates
Spn DPM-DC inh pilot screen % – second read-out of Spn DPM-DC inh, no call of its own (marks repeat the call); inhibition, %; measured here: pilot screen trials
An asterisk follows results filed as active; i = inactive; x = not tested or not shown; + = active, no number. Unless noted, no stated cut-off is given here; in the data, active means cytotoxicity above about 50%; inactive means the rest. This is a random part of the collection; about 3.5% have a hit in one of these screens.

SMILES	LYP phosphatase	KRASV12 cytotoxicity	Bfl-1 displacement	Spn MK inh	HT1080 viability	HPDE-C7 viability	Spn PMK inh	Spn DPM-DC inh	Alkaline phosphatase	others
COC(=O)c1ccc(Cl)c(NC(=O)CN2CCOCC2)c1	-13.4%	1.4%	0.4%	0.0	-0.1%	0.1%	8.0	i	5.6%
O=C(CSc1nnc(CNC(=O)c2cccs2)o1)c1ccc(Cl)cc1	0.5%	2.1%	-6.0%	0.0	x	-5.3%	14.0	i	-1.1%
CCOc1ccc(NC(=O)CSc2nc3cccnc3n2CCOC)cc1	x	-22.7%	-10.3%	11.0	0.6%	-12.3%	12.0	i	-1.0%
CC(=Nc1ccc(O)cc1)c1sc2ccccc2c1O	x	36.5%	4.4%	13.0	-0.8%	26.2%	14.0	i	24.2%
COC(=O)[C@H](CCSC)NC(=O)Nc1ccc(C(C)C)cc1	10.5%	x	-10.0%	0.0	26.4%	x	7.0	i	17.8%
C=CCn1c(Sc2nnc(C)s2)nc2c1c(=O)[nH]c(=O)n2C	7.0%	1.2%	-5.4%	4.0	17.3%	5.0%	0.0	i	7.4%
CCn1c(SCc2nc3ccccc3s2)nnc1-c1cccs1	x	12.9%	-10.3%	1.0	5.2%	6.7%	10.0	i	8.4%
CN1C(=O)CC(N2CCC(c3nc4ccccc4s3)CC2)C1=O (stereo not given)	-9.2%	3.2%	-9.1%	6.0	-6.0%	-0.5%	0.0	i	-6.7%
COc1ccccc1-c1nnc2n1N=C(C(C)(C)C)CS2	-3.5%	-10.5%	-0.1%	1.0	-4.4%	-9.0%	0.0	i	9.4%
COc1ccccc1N(CC(=O)NCc1ccccn1)S(C)(=O)=O	6.4%	14.9%	-11.3%	3.0	1.0%	6.5%	15.0	i	13.0%	Spn PMK inh pilot replicates=1.5;Spn MK inh pilot replicates=0.5;Spn DPM-DC inh pilot screen %=0.0
COc1ccc(CCNC(=O)Cc2nn(C)c(=O)c3ccccc23)cc1OC	8.9%	4.9%	1.5%	8.0	-1.2%	-4.5%	5.0	i	3.4%
Cc1nnc(SCC(=O)NC(C)c2ccccc2)[nH]c1=O (stereo not given)	x	13.9%	-4.0%	0.0	-4.1%	3.8%	1.0	i	5.1%
COc1ccc(Nc2cc(C)nc3ncnn23)c(OC)c1	x	-4.5%	-1.7%	6.0	23.1%	-4.0%	3.0	i	2.6%
CC(C)c1ccc(N2CC(C(=O)Nc3nccs3)CC2=O)cc1 (stereo not given)	10.4%	-3.1%	-5.2%	11.0	4.4%	-6.0%	6.0	i	-3.6%
CCOc1cc(C)c(C(C)C)cc1S(=O)(=O)NCc1ccccn1	-1.4%	6.4%	-10.3%	5.0	6.3%	-2.0%	5.0	i	7.9%
O=C(CSc1nc2ccccc2[nH]1)c1cccs1	8.7%	x	-8.1%	9.0	12.6%	x	11.0	i	17.6%
O=C1N(S(=O)(=O)c2ccccc2F)C(=O)C2(CCCC2)N1S(=O)(=O)c1ccccc1F	19.4%	-1.5%	-2.0%	0.0	18.7%	-2.1%	13.0	i	3.1%
COC(=O)c1c(C(=O)OC)c2ccncn2c1Cl	x	-2.4%	-1.0%	10.0	2.6%	-11.4%	17.0	+	1.8%
Cn1c(NC(=O)c2ccc(C(C)(C)C)cc2)cc(=O)n(C)c1=O	-2.2%	4.4%	4.0%	11.0	-5.5%	-6.0%	0.0	i	8.6%
COC(=O)c1[nH]c2ccc(C)cc2c1NC(=O)Nc1ccccc1OC	10.8%	x	-0.5%	10.0	-6.3%	x	10.0	i	5.6%

Next section (four carried over from the part before).
SMILES	LYP phosphatase	KRASV12 cytotoxicity	Bfl-1 displacement	Spn MK inh	HT1080 viability	HPDE-C7 viability	Spn PMK inh	Spn DPM-DC inh	Alkaline phosphatase	others
O=C1N(S(=O)(=O)c2ccccc2F)C(=O)C2(CCCC2)N1S(=O)(=O)c1ccccc1F	19.4%	-1.5%	-2.0%	0.0	18.7%	-2.1%	13.0	i	3.1%
COC(=O)c1c(C(=O)OC)c2ccncn2c1Cl	x	-2.4%	-1.0%	10.0	2.6%	-11.4%	17.0	+	1.8%
Cn1c(NC(=O)c2ccc(C(C)(C)C)cc2)cc(=O)n(C)c1=O	-2.2%	4.4%	4.0%	11.0	-5.5%	-6.0%	0.0	i	8.6%
COC(=O)c1[nH]c2ccc(C)cc2c1NC(=O)Nc1ccccc1OC	10.8%	x	-0.5%	10.0	-6.3%	x	10.0	i	5.6%
CCOC(=O)c1c(NC(=O)OC)sc(C(=O)N(C)C)c1C	4.0%	-5.6%	1.7%	7.0	1.1%	-4.4%	0.0	i	13.6%	Spn PMK inh pilot replicates=1.0;Spn MK inh pilot replicates=0.0;Spn DPM-DC inh pilot screen %=0.0
CC(=O)N1CCN(S(=O)(=O)c2ccc(C)cc2)C1c1ccc(N(C)C)cc1 (stereo not given)	x	2.9%	-6.1%	11.0	0.1%	-10.3%	2.0	i	-29.4%
Cn1c(N2CCN(C(=O)Nc3ccc(C(F)(F)F)cc3)CC2)nc2ccccc21	1.0%	31.3%	1.5%	0.0	8.6%	12.1%	11.0	i	9.2%
Cc1ccc(C(=O)Nc2nnc(-c3cccs3)s2)cc1C	0.3%	9.5%	-9.4%	5.0	-11.7%	12.2%	10.0	i	1.0%
C1=C(C(c2nnnn2C2CCCCC2)N2CCCCC2)COc2ccccc21 (stereo not given)	4.4%	7.6%	1.6%	6.0	-5.0%	-8.7%	11.0	i	15.1%
Cc1nc(N2CCN(c3ccccc3)CC2)[nH]c(=O)c1Cc1cccc2ccccc12	x	17.1%	1.1%	11.0	3.4%	7.5%	1.0	i	14.0%
Cc1ccc(S(=O)(=O)N2CCN(Cc3cc(C(C)C)ccc3O)CC2)cc1	x	-1.6%	-7.0%	5.0	-4.0%	1.2%	17.0	i	8.5%
O=C(COc1ccc(S(=O)(=O)NC2CCCCC2)cc1Cl)NCc1cccnc1	x	6.5%	0.5%	11.0	-6.3%	3.3%	8.0	i	2.1%
Cc1ccccc1-n1ncc2c(SCC(=O)NCc3cccs3)ncnc21	6.2%	35.1%	-8.9%	13.0	-2.9%	17.7%	6.0	i	15.0%
O=C(CSc1cn(CCNC(=O)c2cccs2)c2ccccc12)NCC1CCCO1 (stereo not given)	-22.7%	-5.2%	3.4%	2.0	-8.8%	-8.3%	0.0	i	10.0%
COc1cc(C(=O)OCCN2CCOCC2)ccc1O	x	2.0%	-3.0%	8.0	7.2%	5.6%	2.0	i	0.9%
CCOC(=O)N1CCC(NC(=O)C2CCCN(S(=O)(=O)c3cccnc3)C2)CC1 (stereo not given)	-8.0%	-7.2%	-7.9%	8.0	2.6%	-13.6%	0.0	i	-1.4%
CCOC(=O)c1ccc(S(=O)(=O)Nc2cc(C(C)(C)C)no2)cc1	3.7%	8.1%	0.7%	0.0	-13.1%	2.6%	17.0	i	16.4%	Spn PMK inh pilot replicates=0.0;Spn MK inh pilot replicates=1.0;Spn DPM-DC inh pilot screen %=0.0
CCn1c(=O)cc(OCC(=O)N2CCCCCC2)c2ccccc21	x	-1.8%	9.6%	5.0	x	1.1%	16.0	i	4.0%
NC(=O)c1ccc(-n2nnnc2SCc2ccc(F)cc2)cc1	0.9%	x	-9.1%	7.0	-0.3%	x	10.0	i	12.7%
CCn1c(-c2ccc(C(C)(C)C)cc2)n[nH]c1=S	8.5%	-16.4%	-0.4%	14.0	7.5%	-17.6%	12.0	i	4.4%
CCOC(=O)Cc1csc(NC(=O)C(C)(C)C)n1	8.9%	-8.2%	-8.5%	3.0	-2.3%	1.1%	4.0	i	1.8%
O=C(Cn1c(=S)nc2ccccn21)N1CCc2ccccc2C1	11.0%	x	-1.1%	11.0	-0.6%	x	10.0	i	12.9%
CCCc1cc(=O)n2[nH]c(C)cc2n1	6.8%	8.0%	1.2%	0.0	2.2%	-5.0%	12.0	i	3.5%
Cc1ccc(CCNC(=O)C2CCCN(S(=O)(=O)c3c(C)noc3C)C2)cc1 (stereo not given)	x	-5.6%	-0.8%	0.0	1.3%	-20.0%	14.0	i	1.0%
COc1cccc2cc(C(=O)OC3CCN(C)CC3)c(=O)oc12	13.7%	-11.8%	6.0%	11.0	-18.3%	-7.3%	6.0	i	12.2%	Spn PMK inh pilot replicates=3.5;Spn MK inh pilot replicates=0.0;Spn DPM-DC inh pilot screen %=9.5
CCOc1ccc(CN2CCC(C(=O)N3CCN(c4ccccc4F)CC3)CC2)cc1OC	x	2.1%	1.5%	4.0	x	-6.2%	17.0	i	14.8%
CC(NC(=O)COC(=O)CCNC(=O)c1ccco1)C12CC3CC(CC(C3)C1)C2 (stereo not given)	14.6%	-8.8%	-3.9%	0.0	-2.6%	-5.4%	11.0	i	10.0%
O=C(O)CCn1ccnc1-c1ccccc1	10.0%	-1.5%	-1.0%	7.0	-9.9%	0.0%	14.0	i	3.6%
CC(C)CCOc1cccc(C2c3c(oc4ccccc4c3=O)C(=O)N2CCCN2CCOCC2)c1 (stereo not given)	5.1%	5.4%	-6.9%	6.0	-2.5%	6.8%	0.0	i	9.7%
COc1ccc(CCNC(=O)CCn2c(=O)[nH]c3cc(OC)c(OC)cc3c2=O)cc1OC	7.0%	-0.3%	-0.2%	14.0	0.1%	-0.1%	0.0	i	-0.2%
O=C1CCC(C(=O)OCC(=O)C23CC4CC(CC(C4)C2)C3)N1 (stereo not given)	x	-9.7%	-0.9%	7.0	1.4%	-8.6%	10.0	i	9.1%
COc1ccc(-c2cc(C(F)(F)F)n3nc(C(=O)O)cc3n2)cc1OC	4.9%	-12.6%	13.4%	10.0	2.3%	2.4%	0.0	i	3.7%
CCC1CCCCN1C(=O)CSc1nnc(CNC(=O)c2cc(OC)c(OC)c(OC)c2)o1 (stereo not given)	9.4%	-4.4%	-1.0%	7.0	x	-6.2%	19.0	i	5.4%
CCOC(=O)c1c(NC(=O)c2cc(C3CC3)on2)sc2c1CCCC2	6.8%	4.0%	-2.9%	0.0	2.3%	-3.4%	27.0*	x	1.3%
CC(NC(=O)c1cncc(Br)c1)c1ccc(S(N)(=O)=O)cc1 (stereo not given)	0.0%	5.9%	7.1%	4.0	-6.6%	-1.5%	8.0	i	-6.7%
CCOC(=O)Nc1sc(=S)n(C)c1C	2.7%	-11.2%	1.1%	7.0	-9.3%	-8.2%	3.0	i	17.4%	Spn PMK inh pilot replicates=1.0;Spn MK inh pilot replicates=0.0;Spn DPM-DC inh pilot screen %=0.0
Cn1c(CC2C(=O)Nc3ccc(Br)cc32)nc2ccccc2c1=O (stereo not given)	7.0%	-5.9%	6.3%	7.0	-0.2%	-7.9%	4.0	i	3.9%
Clc1ccc(-n2nnnc2SCc2c(-c3ccccc3)nc3sccn23)cc1	-2.9%	3.1%	-8.0%	0.0	-4.1%	19.8%	3.0	i	11.7%
O=C(Cc1ccccc1)N1CCCC1c1ccccc1 (stereo not given)	-0.9%	-34.6%	-9.1%	0.0	-4.5%	-22.3%	0.0	i	5.1%
